Mdm2-MdmX inh – inhibitors of human Mdm2-MdmX association, primary screen, cell-based, luminescence, split luciferase, SaOS-2, uHTS | inhibition, % at 8 µM | Protein Mdm4 (Homo sapiens) + E3 ubiquitin-protein ligase Mdm2 (Homo sapiens), … | SaOS-2 split-luciferase Mdm2/MdmX complementation | AID 485346, 2010 | hit rate 3% among 330,000;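 active = inhibition of at least 50% at 8 µM in the primary screen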
tim23-1 inh – growth inhibitors of tim23-1 mutant yeast, primary screen, luminescence, uHTS; hit rate 1.3% among 330,000; S. cerevisiae tim23-1 growth, BacTiter-Glo luminescence, 24 h; inhibition, % at 20 µM; AID 463212, 2010;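 active = growth inhibition of the mutant yeast at or above 50%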;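 note: temperature-sensitive mutant grown at 25 °C; plate controls were DMSO-treated mutant yeast for no effect and medium wells lacking yeast for full effect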
APJ antag – antagonists of human apelin receptor APJ, primary screen, CHO-K1 cells, beta-arrestin complementation, luminescence; hit rate 0.32% among 330,000; AID 2521, 2010; inhibition, % at 20 µM; P35414;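 active = inhibition above about 40% at 20 µM, limit read from the data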;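 note: cells challenged with 10 nM apelin-13 agonist together with compound; plate controls were apelin-13 plus DMSO wells for no effect and DMSO wells lacking apelin-13 for full effect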
Target sequence (P35414 whole entry, looked up): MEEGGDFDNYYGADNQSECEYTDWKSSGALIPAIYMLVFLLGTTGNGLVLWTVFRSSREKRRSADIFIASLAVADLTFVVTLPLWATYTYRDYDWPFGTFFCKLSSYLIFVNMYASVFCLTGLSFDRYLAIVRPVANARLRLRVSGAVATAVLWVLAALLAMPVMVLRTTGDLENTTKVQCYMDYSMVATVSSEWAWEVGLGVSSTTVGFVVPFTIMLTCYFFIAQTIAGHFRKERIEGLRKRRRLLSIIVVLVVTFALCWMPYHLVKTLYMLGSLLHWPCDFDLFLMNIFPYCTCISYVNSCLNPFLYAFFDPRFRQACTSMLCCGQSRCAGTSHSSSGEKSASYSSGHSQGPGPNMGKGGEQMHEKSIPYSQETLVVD
APJ agonist – agonists of human apelin receptor APJ, primary screen, CHO-K1 cells, PathHunter beta-arrestin, luminescence; activation, % at 20 µM; 0% DMSO wells, 100% apelin; P35414; hit rate 0.11% among 330,000; AID 2520, 2010;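 active = activation more than six SD over the plate average, tested at 20 µM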;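 note: 0% = DMSO alone and 100% = apelin-13 at 10 nM; some results filed as inactive read as strong as hits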
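Assay system: CHO-K1 cells stably expressing ProLink-tagged human APJ and arrestin–beta-gal acceptor. Compound dosing: 20 µM single point, 1% DMSO. Times: 16-18 h seeding, 90 min dark compound exposure, 60 min detection. Detection: beta-gal luminescence. Evaluation: APJ–arrestin association signal. Controls: negative DMSO alone, positive Apelin-13 at 10 nM.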
CHOP UPR activ – activators of apoptotic CHOP UPR arm, primary screen, cell-based, CHO-CHOP luciferase reporter, luminescence, uHTS. UPR activation; percent of tunicamycin response over DMSO baseline. activation, % at 10 µM. hit rate 0.34% among 330,000. AID 449763, 2010;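 active = at 10 µM dose, activation of 40% or more, normalized to positive control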;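 note: 100% = tunicamycin at 10 µg/mL and 0% = DMSO alone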
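System: CHO CHOP reporter cells. Amount: 500 cells per well. Buffer or medium: F12 medium, 10% FBS. Compound dosing: one dose, 10 µM in 0.5% DMSO. Incubation: 6 h compound exposure at 37 °C after overnight seeding. Technique: Steady-Glo luciferase luminescence. Benchmarks: tunicamycin and DMSO controls.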
XBP1 UPR activ – activators of adaptive XBP1 UPR arm, primary screen, cell-based, CHO-XBP1 luciferase reporter, luminescence, uHTS; IRE1-XBP1 UPR activation; percent of tunicamycin response, DMSO as zero; activation, % at 20 µM; hit rate 0.33% among 330,000; AID 463104, 2010;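 active = versus positive control, 20 µM dose yields 30% or more activation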;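 note: 100% = tunicamycin at 10 µg/mL and 0% = DMSO only wells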
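assay system = CHO-XBP1 luciferase reporter cells | amount = 1000 cells/well | buffer or medium = F12 plus 10% FBS | compound dosing = single point, 20 µM final compound, 1% DMSO | incubation = 16-18 h cell attachment at 37 °C, then 6 h compound exposure | detection = Steady-Glo luminescence read | controls = tunicamycin 10 µg/mL and vehicle-only wells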
697 NFkB inh – inhibitors of PMA/ionomycin-induced NF-kB reporter, 697 cells, primary screen, B-cell NF-kB inhibitor project, cell-based, luminescence, uHTS | 697 B-cell NF-kB luciferase reporter, 16 h | hit rate 0.33% among 330,000 | inhibition, % at 4 µM | AID 435022, 2010; in the data active = inhibition above about 35%
Jurkat NFkB inh – inhibitors of induced NF-kB luciferase reporter, primary screen, TCR NF-kB activation inhibitor project, cell-based, luminescence, uHTS. Jurkat, PMA/ionomycin-induced NF-kB luciferase reporter. inhibition, % at 4 µM. hit rate 0.53% among 330,000; in the data active = inhibition above about 50%
An asterisk follows results filed as active.

no.	Compound	Mdm2-MdmX inh	tim23-1 inh	APJ antag	APJ agonist	CHOP UPR activ	XBP1 UPR activ	697 NFkB inh	Jurkat NFkB inh
1	COc1cccc(C(=O)N/N=C/c2ccc(OC)c(COc3ccccc3C(N)=O)c2)c1	22	-5	-1	1	0.9	-6	14	-1
2	COc1ccc(-c2noc(CN(C(=O)c3ccc4c(c3)OCO4)C(C)C)n2)cc1OC	24	32	13	5	1.1	3	4	-2
3	COc1ccc(NC(=O)CCCCCn2nnc3ccccc3c2=O)cc1	-26	6	15	0	1.3	-5	15	-25
4	CCOC(=O)CC(N)c1cccc([N+](=O)[O-])c1 (stereo not given)	12	-2	12	-1	-3.2	-2	-1	-15
5	O=C(N[C@@H](Cc1c[nH]c2ccccc12)C(=O)O)c1ccccc1Cl	0	6	-6	-7	1.1	-1	10	-11
6	O=C(CNC(=O)c1ccc(Oc2ccccc2)cc1)OCc1ccc(Br)cc1	-1	-6	5	-1	3.6	0	11	-10
7	O=C(Cc1ccc(Cl)cc1Cl)NCC1(N2CCOCC2)CCCCC1	29	22	8	-1	-2.0	-3	-3	-9
8	COc1ccccc1NC(=O)c1ccc(Br)c(S(=O)(=O)N2CCCC2)c1	15	28	-2	1	1.3	-2	-28	-6
9	O=C(COC(=O)c1ccc(Cl)nc1)NCCC1=CCCCC1	-17	12	0	-2	-0.7	-1	5	4
10	CCC(C(=O)OCCN(CC)CC)c1ccccc1 (stereo not given)	11	6	11	1	-1.8	-6	-5	-5
11	Cc1cc2ncn(C(=O)c3ccc4c(c3)OCO4)c2cc1C	-15	6	-4	-4	4.1	4	-1	1
12	O=C(c1cc(-c2ccc(Br)cc2)on1)N1CCc2ccccc2C1	7	-3	0	-1	4.2	-4	-23	-17
13	CCCOP(=O)(c1ccc(N(C)C)cc1)C(Nc1ccccc1)c1ccc(N(C)C)cc1 (stereo not given)	12	12	15	1	0.4	1	-33	-43
14	Cc1ccc(NC(=O)CSc2nc3nn(-c4ccccc4)c(=O)c-3c3n2CCCCC3)cc1F	43	15	0	-4	3.8	0	-7	-1
15	COc1ccc(C2(CNC(=O)c3ccc(Br)o3)CCOCC2)cc1	15	27	-12	-5	-3.4	1	21	-17
16	Cc1nn(CC(=O)OCCOc2ccc(Br)cc2)c(C)c1[N+](=O)[O-]	8	20	7	-4	0.5	-2	-9	3
17	Cc1cc(C)nc(N/N=C/c2ccccc2OCc2ccc(Cl)cc2)n1	-31	23	-5	-5	4.5	1	-12	-6
18	Nc1ccc(C(=O)N/N=C/c2sc(N3CCOCC3)nc2-c2ccccc2)cc1	-3	22	-19	-3	2.1	0	30	3
19	CCOCCN1CCN(C2c3ccccc3CSc3ccccc32)CC1 (stereo not given)	23	15	17	-2	0.4	0	-21	-1
20	COC(C/C=C\[C@@H](O)[C@H](C)OCc1ccccc1)OC	-4	-4	-63	-1	0.5	0	-3	-7
21	Cc1cc(OC(C)C(=O)NCC(O)c2ccccc2)c2c(C)c(C)c(=O)oc2c1 (stereo not given)	-41	-2	6	-2	-2.8	-4	8	4
22	COc1ccc(NC(=O)CC23CC4CC(CC(C4)C2)C3)cn1	-19	49	-24	-5	2.2	1	-14	-15
23	COc1cc(OC)c(OC)cc1CN1CCN(S(=O)(=O)c2ccc(F)cc2)CC1	3	-2	-4	-2	1.8	-3	-1	-6
24	COCCNc1nnc(SCC(=O)c2ccc3c(c2)OCO3)s1	23	-6	3	-4	0.8	2	16	7
25	O=C(Nc1nccs1)C1CCN(S(=O)(=O)c2c(Cl)cccc2Cl)CC1	5	16	8	-2	0.8	-2	-3	-10
26	O=C1CC(c2ccccc2)CC(O)=C1C=Nc1ccccc1O (stereo not given)	7	-13	-14	-5	2.8	4	1	2
27	O=C(NCc1ccccc1)N(Cc1cc2cc3c(cc2[nH]c1=O)OCO3)CC1CCCO1 (stereo not given)	-12	16	-14	0	-0.7	-2	9	2
28	Cc1cccc(NC(=O)c2cnccn2)c1	0	2	-11	-1	0.7	-1	-20	-6
29	Cc1cc(OCC(=O)Nc2sc3c(c2C#N)CC(C)(C)NC3(C)C)c(C(C)C)cc1Cl	47	25	-36	2	2.7	16	-10	-10
30	CC1CCN(C(=S)c2cccc(O)c2)CC1	10	23	-3	-2	0.5	-2	12	-9

Three compounds already listed, arranged by their value in Jurkat NFkB inh, highest first.
entry | compound | Mdm2-MdmX inh | APJ antag | XBP1 UPR activ | 697 NFkB inh | Jurkat NFkB inh
18 | Nc1ccc(C(=O)N/N=C/c2sc(N3CCOCC3)nc2-c2ccccc2)cc1 | -3 | -19 | 0 | 30 | 3
7 | O=C(Cc1ccc(Cl)cc1Cl)NCC1(N2CCOCC2)CCCCC1 | 29 | 8 | -3 | -3 | -9
25 | O=C(Nc1nccs1)C1CCN(S(=O)(=O)c2c(Cl)cccc2Cl)CC1 | 5 | 8 | -2 | -3 | -10

The listing picks up, starting two compounds before the break.
no.	Compound	Mdm2-MdmX inh	tim23-1 inh	APJ antag	APJ agonist	CHOP UPR activ	XBP1 UPR activ	697 NFkB inh	Jurkat NFkB inh
29	Cc1cc(OCC(=O)Nc2sc3c(c2C#N)CC(C)(C)NC3(C)C)c(C(C)C)cc1Cl	47	25	-36	2	2.7	16	-10	-10
30	CC1CCN(C(=S)c2cccc(O)c2)CC1	10	23	-3	-2	0.5	-2	12	-9
31	CC(C)C(C)NC(=O)COc1ccc(OCc2ccccc2)cc1 (stereo not given)	31	32	-9	0	-1.2	1	7	0
32	Cn1cc(C(=O)c2ccc(Cl)cc2Cl)cc1C(=O)N/N=C(\N)COc1ccccc1	22	12	-4	2	-1.6	-9	18	3
33	CCCNC(=S)N1CCC(NC(=O)C23CC4CC(CC(C4)C2)C3)CC1	20	-8	3	-4	-0.9	-2	-4	6
34	CCOc1ccc(N2CC(C(=O)NC3CCCC3)CC2=O)cc1 (stereo not given)	-6	0	0	1	-0.1	0	2	5
35	COCCn1c(SCC(=O)Nc2ccc3c(c2)CCC3)nc2ccccc2c1=O	24	-13	-12	0	3.1	2	-19	9
36	Cc1c(NC(=O)c2coc(=O)c(Br)c2)c(=O)n(-c2ccccc2)n1C	12	12	22	-4	5.6	-1	14	7
37	CC(C)(C)NC(=O)C(c1ccc(OCC(N)=O)cc1)N(C(=O)c1cccnc1)C1CC1 (stereo not given)	-10	2	11	3	-0.8	2	3	15
38	COc1ccc(Cn2nnnc2CN2CCC(c3nc4ccccc4s3)CC2)cc1	17	10	-16	-3	-1.6	0	-6	5
39	CCn1c(CSCc2ccc(C)cc2)nnc1SCC(=O)N1CCN(c2ccccc2)CC1	3	33	-4	-1	-2.3	-4	-12	4
40	COc1ccc(OCCSc2nnc(CCNC(=O)c3ccc(OC)cc3)n2C)cc1	10	15	3	-3	0.7	0	11	11
41	O=C(O)CCC(=O)Nc1cc(C(F)(F)F)cc(C(F)(F)F)c1	-13	-17	-7	1	-0.1	-2	2	0
42	CCN(CC)CCNc1ccnc2cc(Cl)ccc12	39	-2	-22	-2	-0.8	-2	6	5
43	Cc1ccc(-n2[nH]c(C)c(/C=N/N3C(=O)c4cccc5cccc(c45)C3=O)c2=O)cc1	16	14	18	-6	-2.0	3	1	-16
44	COc1ccc(NC(=O)c2ccc(-n3cnnn3)cc2)c([N+](=O)[O-])c1	10	-16	-19	2	0.0	-3	3	-7
45	Cc1cccc(N2CCN(C(=O)NC3CCCCC3)CC2)c1C	10	27	8	0	3.5	0	-46	-7
46	O=C(CN1C(=O)c2ccc([N+](=O)[O-])cc2C1=O)NCc1ccc(C(=O)O)cc1	0	8	4	-1	-0.2	-3	4	21
47	COCc1cc(C)nc2sc(C(=O)OC)c(N)c12	-6	6	4	3	-0.4	7	-31	-4
48	COc1ccc(CCNC(=O)COC(=O)c2cc(OC)c(OC)cc2OC)cc1	-24	7	-4	-2	-0.6	-1	7	23
49	O=C1NC(C(F)(F)F)(C(F)(F)F)N=C2SC=CN12	-2	-7	-1	-3	-1.1	-2	5	-5
50	O=C(Nc1cc(C(F)(F)F)ccc1N1CCCC1)C1=COCCO1	12	16	17	-7	0.3	-2	17	-1
51	COC(=O)c1ccc(-c2nc(-c3cccs3)no2)cc1	-53	13	6	-3	-7.7	-9	-36	-87
52	O=C(CSc1nnc(CCCN2C(=O)c3cccc4cccc(c34)C2=O)n1-c1ccccc1)N1CCN(CCO)CC1	4	12	-5	0	-0.3	-1	-8	3
53	CCn1c(SCC(=O)N2CCN(c3ccccc3)CC2)nc2c([nH]c3ccccc32)c1=O	58*	-11	-9	4	18	32*	12	3
54	COc1cccc(CN2CCC(n3nccc3NC(=O)CCOc3ccccc3)CC2)c1O	-2	7	-3	-5	2.1	-3	0	-6
55	COc1ccc(CNC(=O)C2CCCN(c3nccc(C)n3)C2)cc1 (stereo not given)	15	17	-5	1	-1.7	-2	2	-13
56	CC(=O)Nc1ccc(C(=O)OCC(=O)NCc2ccc(Cl)cc2)cc1	22	-10	5	-3	-2.7	3	-1	7
57	CC(=O)/C(N=Nc1cc(C)ccc1O)=C(\C)O	-9	-10	5	-6	0.5	-3	11	0
58	CCn1c(C(C)NC(=O)c2ccc(Cl)cc2)n[nH]c1=S (stereo not given)	3	-1	-19	-4	-0.8	-1	13	4
59	CC(NC(=O)C1CCC(C(C)(C)C)CC1)C(c1ccccc1)N1CCOCC1 (stereo not given)	17	12	10	-4	-0.5	-4	-7	-2
60	CC(NC(=O)c1ccc(Br)cc1)c1ccccc1 (stereo not given)	-2	-9	4	-2	-1.8	-1	14	8
61	CCOc1ccc(C(=O)Cc2ccc3oc(C(=O)O)cc3c2)c(O)c1	-10	6	-22	2	-1.3	0	11	8
